# S3 lipid droplet – qHTS Assay for Lipid Storage Modulators in Drosophila S3 Cells | Drosophila S3 cells, BODIPY lipid droplet fluorescence, 18-24 h; cells fed with added oleic acid | lipid storage change, negative = inhibition, % at the top dose, mostly 46.1 µM; hits show Potency in µM | actives 0.64% (n = 320,000); active = well fitted inhibition curve with a large enough effect in the signal ratio, with a control signal flat, not every such curve was filed as active; inconclusive = small, poorly fitted or top-dose-only effect, or effect the other way, or a change in a side signal; the % refers to the signal ratio
#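 Drosophila S3 cells got compounds at several concentrations plus oleic acid (400 uM solution). Laser-scanning cytometry with 488 nm excitation read lipid droplets at 500-530 nm and cells at 575-640 nm. Percent activity was relative to 20 uM Triacsin C.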
# S3 lipid droplet cell count max – also measured in S3 lipid droplet; calls as there; cell number change, %; measured here: cell count max response;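 cells counted by Cell Tracker Red CMTPX staining in the red channel; peak over a dose series mostly up to 46.1 µM; percent activity relative to internal control wells on each plate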
# * hit, by the source's call; i = inactive; ? = inconclusive; / = no result given; [ ] = another dose, or the depositor's remark. % is scaled to controls: 0 for no effect and ±100 for the full control effect; potency is read from the fitted curve at half-maximal effect. Not all compounds are listed, so the mix of outcomes need not match the whole.
mol | S3 lipid droplet | S3 lipid droplet cell count max
COC(=O)C(Cc1ccc(O)cc1)NC(=O)C12CC3CC(CC(C3)C1)C2 (stereo not given) | ? | /
Cc1nnc(SCC(=O)Nc2sccc2C#N)n1Cc1ccccc1 | 13% | 0
CN(C)S(=O)(=O)N1CCN(C(=O)c2cccs2)CC1 | ? | /
CCCCn1c(=O)c(CCC(=O)OCC(=O)NC(=O)NCCC(C)C)nc2ccccc21 | 0% | -19
O=C(NC1CCCc2ccccc21)c1cncc(Br)c1 (stereo not given) | ? | /
CCOc1ccc(NC(=O)CN2C(=O)COc3ccc(S(=O)(=O)N4CCCCC4)cc32)cc1 | ? | /
O=C(Nc1ccccc1)Nc1ccc(NC(=O)c2ccccc2O)cc1 | ? | /
COC(=O)c1cccc(N(C(=O)c2ccco2)C(C(=O)NC2CCCC2)c2ccco2)c1 (stereo not given) | 3% | 9
Cn1c(=O)[nH]c(=O)c2c1nc(NCCCn1ccnc1)n2Cc1cccc(Br)c1 | -11% | -1
O=C(Nc1cccc(NC(=O)c2ncn[nH]2)c1)c1cccc(Cl)c1 | ? | /
CCCn1c(SCC(=O)NCCc2ccccc2)nnc1-c1ccco1 | -8% | -13
CCOc1ccc(/C=C2/SC(=O)NC2=S)cc1 | ? | /
CCc1nnc(NC(=O)C2CCCCC2)s1 | i | /
CC(C)(C)C(=O)NC(c1ccccc1)c1c(O)ccc2ccccc12 (stereo not given) | ? | /
COc1ccc(OC)c(CN2C(=O)c3ccccc3C2C(=O)NCc2cccnc2)c1 (stereo not given) | ? | /
C[C@H](NS(=O)(=O)c1ccc2c(c1)OCCCO2)C(=O)N1CCN(Cc2ccccc2)CC1 | ? | /
O=C(NC1CC1)c1ccc(-c2ccccc2)cc1 | ? | /
CCOC(=O)NC(NCC(O)c1ccccc1)(C(F)(F)F)C(F)(F)F (stereo not given) | ? | /
S=C(NCC1CCCO1)N1CCN(c2nc(-c3ccc(Cl)cc3)cs2)CC1 (stereo not given) | ? | /
O=C(CN1C(=O)COc2ccc(Cl)cc21)NCC1CCCO1 (stereo not given) | i | 23
COCCN(C(=O)CCC(=O)Nc1ccccn1)C(C(=O)NC(C)(C)C)c1ccc(OC)cc1 (stereo not given) | -26% | -1
O=C(NCc1cccs1)c1csc2ccccc12 | ? | /
CCOC(=O)c1ccccc1NC(=O)CSc1ncc(C(=O)OCC)c(N)n1 | ? | /
COc1ccc(C)cc1NC(=O)C1COc2ccccc2O1 (stereo not given) | ? | /
CCCC(C(=O)N(C)CC(=O)Nc1ccc(N2CCOCC2)cc1)c1ccccc1 (stereo not given) | ? | /
Cc1ccc(S(=O)(=O)NCC(=O)N2CCN(c3ccc(F)cc3)CC2)cc1 | ? | /
COc1ccc(OC)c(NC(=O)c2ccccc2N(C)S(=O)(=O)c2ccc(C)cc2)c1 | -24% | /
O=c1cc(-c2ccc(Cl)cc2)[nH][nH]1 | ? | /
O=C(CC1N=C2c3ccccc3N=C(SCc3ccccc3Cl)N2C1=O)NCc1ccco1 (stereo not given) | ? | /
Cc1nc2sc(C(c3ccccc3)N3CCC(O)CC3)c(O)n2n1 (stereo not given) | -16% | -14
NC(=O)CSc1nnc(Cn2c(=O)sc3ccccc32)n1CCc1ccccc1 | 6% | 2
NC(=O)CCn1c(=O)oc2ccccc21 | 6% | -13
O=C(O)CCC(=O)OCC1CCCCC1 | i | 6
CC(=O)Nc1cccc(/C(C)=N/NC(=S)NC(C)C)c1 | -3% | 16
NC(=O)COc1ccccc1C1=NO[C@@](CC(=O)O)(C(=O)Nc2ccc3c(c2)OCCO3)C1 | ? | /
Cc1ccc(C(=O)CSc2nnc3n2CCCCC3)s1 | ? | /
O=C(NNC(=O)c1ccc(NC(=O)C2CC2)cc1)c1ccc(F)cc1 | i | -3
CN(CC(=O)Nc1ccc(Cl)cc1)C(=O)c1sccc1-c1ccccc1 | -11% | -10
Cc1cc(Cl)c2oc(C(=O)NCCC3CCCCO3)c(C)c2c1 (stereo not given) | ? | /
O=C(NCCN1C(=O)S/C(=C\c2ccc(F)cc2)C1=O)C1CCN(S(=O)(=O)c2cccs2)CC1 | 18% | 1
O=S(=O)(N1CCOCC1)n1cnc2ccccc21 | i | 19
O=C(CN1C(=O)CCC1=O)NCC12CC3CC(CC(C3)C1)C2 | ? | /
Cn1c(C(=O)Nc2ccc3c(c2)OCO3)cc2sccc21 | 14% | -7
S=C(NCCc1ccccn1)NC1CC2CCC1C2 (stereo not given) | ? | /
Cc1ccc(S(=O)(=O)c2nc(S(=O)(=O)c3ccccc3)sc2N2CCN(C)CC2)cc1 | -12% | 6
CCOC(=O)CC(NC(=O)c1cc2cc(Cl)cc(Cl)c2oc1=O)c1cccc([N+](=O)[O-])c1 (stereo not given) | 8% | -2
O=C(NCc1ccccc1)C1CCCN(C(=O)c2ccc(F)cc2)C1 (stereo not given) | ? | /
CC(C)(CNC(=O)C1CCCN1C(=O)c1cccs1)N1CCOCC1 (stereo not given) | ? | /
Cc1cccc(N2CCN(CCCNC(=O)C3CCCN(c4ncnc5c4nc4n5CCCCC4)C3)CC2C)c1 (stereo not given) | ? | /
CN1CCc2c(sc(NC(=O)c3ccc(S(=O)(=O)N4CCc5ccccc54)cc3)c2C(N)=O)C1 | 12% | -1
COc1ccccc1Nc1nn2c(=O)c3ccc(C(=O)N4CCCCC4)cc3nc2s1 | ? | /
COc1ccc(C(=O)OCC2CC(c3ccccc3)N(C)O2)cc1 (stereo not given) | ? | /
Cc1cccc(CC(Cc2nc3ccccc3[nH]2)c2nc3ccccc3[nH]2)c1 (stereo not given) | i | /
Cn1c(=O)c2ncn(CC(=O)Nc3cc(C(F)(F)F)ccc3N3CCOCC3)c2n(C)c1=O | 11% | -15
CCOC(=O)CSc1nc2ccc(NC(C)=O)cc2s1 | -4% | 0
CS(=O)(=O)N1CCN(c2nc(-c3ccccc3)cs2)CC1 | ? | /
CCC(=O)N1N=C(c2ccc(Cl)cc2)CC1c1ccco1 (stereo not given) | 12% | 8
CS(=O)(=O)N(CC(=O)N1CCC(C(N)=O)CC1)C1CCCCC1 | ? | /
Cc1cc2ncn(N)c2cc1C | ? | /
O=C(O)c1ccc(CNCc2cccc(OCc3ccc(F)cc3)c2)cc1 | i | -24

# Following part
mol | S3 lipid droplet | S3 lipid droplet cell count max
O=C(O)CS(=O)(=O)CC(=O)O | ? | /
CCn1cc(C(=O)N2CCN(c3ccccn3)CC2)c2cc(OC)c(OC)cc2c1=O | ? | /
Cc1ccccc1Cn1ccc(NC(=O)c2onc(C)c2Cl)n1 | -2% | -16
Cc1cc(C)n2nc(SCC(=O)Nc3ccc(O)cc3)nc2n1 | ? | /
COc1cccc(NC(=O)CN(C)C(=O)c2ccc3ccccc3c2)c1 | ? | /
O=C(CNC(=O)c1nc[nH]c1C(=O)NCC(=O)OCc1ccccc1)OCc1ccccc1 | -14% | -6
CCN(C(=O)COc1ccc(F)cc1Br)c1c(N)n(Cc2ccccc2)c(=O)[nH]c1=O | ? | /
CCOc1ccc(N(CC)C(=O)Cc2c(C(=O)O)n(C)c3ccccc23)cc1 | i | -25
CCOc1ccc(N(CC(=O)N2CCN(Cc3ccccc3)CC2)S(C)(=O)=O)cc1 | ? | /
O=C(NC1CC1)C1=C[C@@H](C2CC2)C[C@@H](OCc2ccc(CO)cc2)O1 | -1% | 4
CCOc1cccc(CN2CCCC(C(=O)Nc3cccc(-n4cccn4)c3)C2)c1 (stereo not given) | ? | /
CCOC(=O)c1ccccc1NC(=O)CSc1nnnn1C | -9% | -18
CC(C)CC(=O)Nc1ccc(-c2nc3ccccc3c(=O)o2)cc1 | ? | /
Cc1ccc(C)c(N2CCN(C(=S)Nc3ccc4nc(N5CCN(C)CC5)cc(C)c4c3)CC2)c1 | ? | /
COc1ccc(N2CC(C(=O)Nc3nnc(SCC(=O)N4CCOCC4)s3)CC2=O)cc1 (stereo not given) | i | -14
COc1ccc(-c2cc(CCCC(=O)NCCc3ccccc3)no2)cc1 | 2% | /
O=C(CCC1CCCCC1)Nc1cc(Cl)ccc1N1CCOCC1 | ? | /
Cc1ccc(S(=O)(=O)CCc2nc3ccccc3s2)cc1C | 18µM* | 20*
Cc1ccccc1OCC(=O)Nc1cccc(N(C)S(C)(=O)=O)c1 | ? | /
Cc1c(C)n(C)c2ccc([N+](=O)[O-])cc12 | 3% | 1
CCOC(=O)Cc1csc(NC(=O)CSc2nnnn2-c2ccc(F)cc2)n1 | ? | /
O=C(COc1coc(CN2CCN(c3ccccc3)CC2)cc1=O)NCC1CCCO1 (stereo not given) | i[0.0737 µM] | /
CSc1ccccc1-c1nc(-c2ccncc2)no1 | 11% | -10
Cc1ccccc1OCC(=O)N1N=C(c2cccnc2)CC1(O)C(F)(F)F (stereo not given) | ? | /
CCN(CC)C(=O)CN1CCC(n2c(C)nc3cc(C(F)(F)F)ccc32)CC1 | 13% | -7
C=CCOc1ccc(C2/C(=C(\O)c3c(C)[nH]c(C(=O)OC)c3C)C(=O)C(=O)N2CCN(C)C)cc1 (stereo not given) | i | /
CCCc1nnc(SCC(=O)N2CCCC(C)C2)n1CC1CCCO1 (stereo not given) | 2% | -1
Cc1cccc(-n2c(SCCC(=O)O)nnc2-c2cccs2)c1C | ? | /
Cc1cc2ccccc2n2c(SCC(=O)N3CCOCC3)nnc12 | 3% | 1
O=C(COC(=O)c1ccccc1NCCO)NCC1CCCCC1 | -16% | 1
CCC1C(=O)N=C(SCC(=O)Nc2ccc(C)cc2)N(c2ccccc2)C1=O (stereo not given) | i | -17
COC(=O)c1sccc1-c1ccc(/C=N/OCc2c(Cl)cccc2Cl)o1 | ? | /
Cc1ncc(CN2CCC(CO)(CCc3ccccc3)CC2)s1 | 4% | 5
O=C(c1cc(Cl)c(=O)n(Cc2ccccc2)c1)N1CCOCC1 | -5% | 11
COc1ccc(C2(O)CCN(CC(=O)Nc3nc(-c4ccccc4)cs3)CC2)cc1 | ? | /
Cc1ccc(NC(=O)CN2C(=O)NC3(CCCC3)C2=O)cc1S(=O)(=O)N1CCCCC1 | ? | /
CC(=O)Nc1cccc(C(=O)OCC(=O)Nc2nnc(-c3ccccc3)o2)c1 | 17% | /
CC(=O)c1sc(NC(=O)C2CSC3(C)CCC(=O)N23)nc1-c1ccccc1 (stereo not given) | ? | /
CCCCCn1cnnc1SCC(=O)c1c(N)n(C2CC2)c(=O)[nH]c1=O | ? | /
O=S(=O)(c1ccccc1)c1nc(-c2ccccc2)oc1NCCCN1CCOCC1 | ? | /
O=C(CSCc1ccc(Br)cc1)N1CCCC1 | ? | /
CC(=O)NS(=O)(=O)c1ccc(N)cc1 | ? | -19
CN1CCCCCC1=NC1=C(C#N)CCCC1 | ? | /
CCOC(=O)c1c(NC(=O)C2CCCCC2)sc2c1CCN(C(C)C)C2 | ? | /
O=C(CSc1nnc(C2CC2)n1C1CC1)c1ccc(F)c(F)c1 | ? | /
COC(=O)N/N=C/c1cc(OC)c(O)c([N+](=O)[O-])c1 | ? | /
O=C(C1CC1)N1CCc2cc(Br)cc(S(=O)(=O)N3CCN(c4ccccn4)CC3)c21 | ? | /
Cc1cc(C)nc(SCC(=O)c2ccc(F)cc2)n1 | i | 2
Cn1c(Br)nc2c1c(=O)n(CC(O)COc1ccccc1)c(=O)n2C (stereo not given) | ? | /
N#CCc1nn2c3c(cnc2c1C#N)C(=O)CCC3 | ? | /
CCCNC(=O)Nc1ccc(NC(C)=O)cc1 | -10%[9.22 µM] | -8
COc1cc(OC)c(OC)cc1CNCCNC(=O)c1nonc1N | ? | /
Cc1ccc2c(c1)CCCN2C(=O)c1cccs1 | ? | /
CCC(C)NC(=O)C1CCN(S(=O)(=O)c2cccs2)CC1 (stereo not given) | ? | /
COc1cc(/C=N/N2C(=O)CSC2=S)ccc1O | ? | /
COc1ccc(NC(=O)CSc2nc3sc(C)c(C)c3c(=O)n2Cc2ccco2)cc1 | -5% | 2
O=C(NCCNS(=O)(=O)c1ccccc1)c1ccc([N+](=O)[O-])cc1 | i | 6
Cc1nc2ccccn2c1-c1csc(NCc2ccco2)n1 | i | -13
COc1ccc(-c2cnc(N)nc2-c2ccc(OC)cc2O)cc1 | ? | /
CCOC(=O)N1CCN(C(=O)c2ccc3c(c2)N(Cc2ccc(C)cc2)CCS3)CC1 | ? | /
